High-throughput results as filed in PubChem BioAssay.
TTR transcr act: increases transthyretin transcription; AID 1117267; SH-SY5Y TTR promoter Gaussia luciferase, luminescence; 100% = recombinant luciferase protein wells; 92,000 tested, 1.3% active; activation, % at 16.7 µM;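 active = activation above the mean of all tested compounds plus 3 SD, cut at about 9.5% in these data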;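 note: cells exposed to compounds for one day before reading; 0% = median of all test compound wells on the plate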
* hit, by the source's call.

Cc1cc(NC(=O)CCC(=O)N(Cc2ccco2)C2(C(=O)NC3CCCCC3)CCCCC2)no1 was read as TTR transcr act 4.6.
Screening CC(C)CCC(CC(C)O)C(=O)NNC(=S)Nc1ccccc1 (stereo not drawn) returned TTR transcr act 4.8.
`COc1cc(OC)c(OC)cc1NC(=O)CC1COc2ccccc2O1` (stereo not drawn) gave TTR transcr act -1.5.
CC(=O)c1cc(-c2ccccc2)n(CCC(=O)NC2CCCCCCC2)c1C was read as TTR transcr act -0.2.
For CC(C)(C)c1ccc(-c2cn(-c3ccc(Br)cc3)c3[n+]2CCCS3)cc1 the results were TTR transcr act -4.3.
For CCOc1ccc(CC(=O)OCn2nnc3ccccc3c2=O)cc1 the results were TTR transcr act -0.6.
Screening CN(C)CCNC(=O)COc1cccc2c1OC(C)(C)C2 returned TTR transcr act 0.8.
`CSc1nc(SCC(=O)NCc2ccco2)c2c3c(sc2n1)COC(C)(C)C3` gave TTR transcr act 2.6.
For CCC[C@H]1[C@@H](OC(=O)NC2CCCCC2)CC[C@@]23CCCN2C(=O)CCC[C@@H]13 the results were TTR transcr act -2.2.
Screening COc1ccc2[nH]c3c4c(ccc3c2c1)C(=O)C=CC4=O returned TTR transcr act -6.9.
For C=CCc1cccc(/C=N/NC(=O)CNc2ccccc2OC)c1O the results were TTR transcr act 3.4.
`COc1ccc(Nc2cc(C)nc(-n3nc(C)cc3C)n2)cc1` gave TTR transcr act 2.2.
For CC(=O)c1ccc(NC(=S)NCCc2cccc(Cl)c2)cc1 the results were TTR transcr act -1.0.
COc1ccccc1-c1ccc(SCC(=O)Nc2cc(C)on2)nn1 was read as TTR transcr act 0.2.
Screening CCC[C@H]1[C@@H](NS(=O)(=O)c2ccccc2[N+](=O)[O-])CC[C@@]23CCCN2C(=O)CCC[C@@H]13 returned TTR transcr act -0.9.
Cc1cc(C)n(-c2ccc(C(=O)OCc3nnc(-c4ccccc4)o3)cc2)n1 was read as TTR transcr act -1.1.
For C=CCN(Cc1nc(-c2ccccc2)no1)C(=O)c1ccco1 the results were TTR transcr act -0.5.
`CSC1=N/C(=C\c2ccc(Cl)cc2)C(=O)N1N(C)C` gave TTR transcr act 1.8.
CN(Cc1ccccn1)Cc1nc(-c2ccc(Cl)cc2)no1 was read as TTR transcr act 0.2.
Screening COC(=O)c1ccc(N2CCOCC2)c(NC(=O)c2ccco2)c1 returned TTR transcr act -2.3.
Cc1nc2ccc(C(=O)N3c4ccccc4N=C(c4ccc(C(F)(F)F)cc4)C3C(=O)NC(C)(C)C)cc2[nH]1 (stereo not drawn) was read as TTR transcr act -4.1.
Screening C[C@H](CO)N1C[C@H](C)[C@@H](CN(C)S(=O)(=O)c2ccccc2)Oc2c(NC(=O)CCC(F)(F)F)cccc2C1=O returned TTR transcr act 1.1.
`CCn1c(SCc2cccc(F)c2)nnc1-c1cccnc1` gave TTR transcr act 0.4.
`COC(=O)c1ccc(NC(=O)C[n+]2ccccc2)cc1` gave TTR transcr act 10*.
O=C(CCCSc1nnnn1-c1cccc2ccccc12)c1ccc(F)cc1 was read as TTR transcr act -2.4.
For O=C(OCCNC(=O)c1ccc2ccccc2n1)c1ccc(F)cc1 the results were TTR transcr act 1.6.
For CC(NC(=O)c1ccccc1)C(=O)NC1=NCCS1 (stereo not drawn) the results were TTR transcr act 3.2.
`COCCn1c(=NC(=O)C(C)(C)C)sc2cc([N+](=O)[O-])ccc21` gave TTR transcr act 2.8.
CCOc1ccc2nc(NCCO)[nH]c2c1 was read as TTR transcr act 3.5.
Screening N=C1/C(=C\c2ccc(-c3ccc(C(=O)O)cc3)o2)C(=O)N=C2SC=C(c3ccccc3)N12 returned TTR transcr act -1.3.
Screening CC(=O)N(CC1CCCO1)c1nnc(-c2ccccn2)s1 (stereo not drawn) returned TTR transcr act 1.0.
Cc1ccc2nc(Cl)c(C3CC(c4cccs4)=NN3C(=O)CCC(=O)O)cc2c1 (stereo not drawn) was read as TTR transcr act -2.1.
`c1csc(C2=Nn3c(nnc3-c3ccncc3)SC2)c1` gave TTR transcr act 1.8.
O=C(NN=C1c2ccccc2-c2ccccc21)c1ccccc1 was read as TTR transcr act -0.4.
For CC(/C=N\NC(=O)c1ccc(C)nc1)=C\c1ccccc1 the results were TTR transcr act 0.0.
Screening CCCCSc1nnc(-c2cc3c(C(F)(F)F)nn(C)c3s2)n1C returned TTR transcr act -2.5.
CCCc1n(CC(O)COC2CCCCC2)c2ccccc2[n+]1C (stereo not drawn) was read as TTR transcr act 1.2.
`CC(C)(C)n1cnc(C(N)=O)c1N` gave TTR transcr act -1.2.
`CCCCOC(=O)c1ccc(NC(=S)NC(=O)c2c(Cl)cnn2C)cc1` gave TTR transcr act 1.1.
Screening COc1ccc(Cn2ccc3ccc(-c4ccc5ccn(Cc6ccc(OC)cc6)c5c4)cc32)cc1 returned TTR transcr act -0.9.
COc1cc2oc(=O)ccc2cc1[C@H](O)[C@@H](O)C(C)(C)O was read as TTR transcr act 7.5.
For Cc1ccc(CC(=O)Nc2cccc(S(=O)(=O)N3CCOCC3)c2)cc1 the results were TTR transcr act -1.4.
For Cc1ccc(-n2cc3c(=O)n(C)c(=O)n(C)c3c2)cc1C the results were TTR transcr act 0.9.
Screening COc1ccccc1/C=C(/C(=O)OCC(N)=O)c1ccccc1 returned TTR transcr act -1.2.
For O=C1c2ccc(-c3ccc(F)cc3OCc3ccccc3)cc2S(=O)(=O)c2cccc(C(=O)N3CCN(c4ncc(Cl)cc4Cl)CC3)c21 the results were TTR transcr act -4.1.
For COC(=O)c1cc(COC(=O)c2nc3nc(C)cc(C)n3n2)oc1C the results were TTR transcr act 10*.
For Cc1cccc(NS(=O)(=O)c2nnc(NC(=O)c3ccc(Cl)cc3)s2)c1 the results were TTR transcr act -2.4.
Screening O=C1N(C2CCCC2)C[C@@H]2C[C@@H](c3cccn3-c3nccs3)N3CCC[C@@]123 returned TTR transcr act -0.7.
`N#CC(=Nc1ccccc1)c1ccccc1` gave TTR transcr act -0.7.
Screening Cn1c(=O)c(-c2ccccc2)c(O)c2ccccc21 returned TTR transcr act -0.5.
Screening CCn1cnc2sc(C(=O)N3CCN(Cc4ccc5c(c4)OCO5)CC3)c(C)c2c1=O returned TTR transcr act 0.1.
`CC(C)CC(=O)N1CCN(Cc2cccc([N+](=O)[O-])c2)CC1` gave TTR transcr act 4.4.
`CC(=O)Nc1ccc(CN2CCN(CC(C)C)C(CCO)C2)cc1` (stereo not drawn) gave TTR transcr act 0.2.
`CC1CN(CC(O)COc2ccc(C(C)C)cc2)CC(C)O1` (stereo not drawn) gave TTR transcr act 4.1.
Screening CCCCC12CN3CCN(CC(C3)/C1=N\NC(=O)c1ccccc1N)C2 returned TTR transcr act 1.7.
`CCOc1ccc(-c2c[n+](=O)c3c(n2[O-])CCCC3)c(OCC)c1` gave TTR transcr act 1.3.
Screening CCC(=O)N1CCC2(CC1)Oc1ccc(F)cc1C(=O)C21CC(c2ccc(Cl)cc2)=NO1 (stereo not drawn) returned TTR transcr act -2.2.
For CN(C)C(=O)CCc1ccc2c3c([nH]c2c1)[C@]1(C)[C@@H](C(=O)N2CCCCC2)C[C@H](CC(=O)NCCC2=CCCCC2)C(=O)N1CC3 the results were TTR transcr act -1.7.
For C=CCNC(=O)c1ccccc1NC(=O)COc1ccc(OC)cc1 the results were TTR transcr act 3.8.
Screening CN(C(=O)CSc1nc2ccccc2c(=O)n1C)C1CCS(=O)(=O)C1 (stereo not drawn) returned TTR transcr act 1.1.

In the list so far, these have a COOH group:
Screening N=C1/C(=C\c2ccc(-c3ccc(C(=O)O)cc3)o2)C(=O)N=C2SC=C(c3ccccc3)N12 returned TTR transcr act -1.3.
Cc1ccc2nc(Cl)c(C3CC(c4cccs4)=NN3C(=O)CCC(=O)O)cc2c1 (stereo not drawn) was read as TTR transcr act -2.1.

The list goes on.
For N#CC1=C(N)Oc2n[nH]c(-c3ccncc3)c2C1c1ccsc1 (stereo not drawn) the results were TTR transcr act 4.8.
`CNC(=S)N1N=C(c2ccccc2)CC1c1ccc(OC)c(OC)c1` (stereo not drawn) gave TTR transcr act 4.1.
CCN(CC)CCCNS(=O)(=O)c1ccc(OC)cc1 was read as TTR transcr act 1.4.
CC(=O)N1CCN(C(=O)C(Cc2ccccc2)NC(=O)c2ccccc2)CC1 (stereo not drawn) was read as TTR transcr act 0.4.
`CCc1nnc(NC(=O)c2cccc(OC)c2)s1` gave TTR transcr act -2.3.
Screening Cn1ccc2c(N3c4ccccc4CCc4ccccc43)cc3c(c21)C1CCC3C1 (stereo not drawn) returned TTR transcr act -1.4.
For O=C(N/N=C/c1cc(Br)c(O)c([N+](=O)[O-])c1)C(O)(c1ccccc1)c1ccccc1 the results were TTR transcr act -0.3.
For COc1ccc(/C=N/NC(=O)OC(C)(C)C)cc1OC the results were TTR transcr act 1.9.
Screening COc1ccccc1C(=O)n1nc(-c2ccco2)nc1SC returned TTR transcr act -2.0.
CCCCOc1ccc(C2(C)NC(=O)NC2=O)cc1 (stereo not drawn) was read as TTR transcr act -0.8.
Screening CC1(C)CC(=O)C2=C(C1)N(Cc1ccco1)C(=O)C2(NC(=O)c1ccc(Cl)cc1Cl)C(F)(F)F (stereo not drawn) returned TTR transcr act -2.0.
`CC(=O)NC1(C(F)(F)F)C(=O)N(Cc2ccccc2)C2=C1C(=O)CC(C)(C)C2` (stereo not drawn) gave TTR transcr act -1.2.
Screening CCCCCN1C(=O)Cn2c(nc3ccccc3c2=O)C1C (stereo not drawn) returned TTR transcr act 0.3.
For CCc1cc(C(=O)OCC(=O)N2CCC(c3ccccc3)=N2)sc1C the results were TTR transcr act 0.5.
Screening O=c1c(Cl)c(N/N=C/c2ccc(Br)cc2)cnn1-c1ccccc1 returned TTR transcr act 0.7.
Screening CN(C)S(=O)(=O)c1cccc(NC(=O)COc2ccccc2C(=O)Nc2ccccc2)c1 returned TTR transcr act -2.9.
COc1ccc(S(=O)(=O)N(C)c2ccc(C(=O)N3CCCCC3)cc2)cc1OC was read as TTR transcr act 0.1.
`CC1(C(=O)NS(=O)(=O)c2ccc(F)cc2F)CCN1C(=O)CCc1ccccc1` (stereo not drawn) gave TTR transcr act -1.2.
COc1ccc2cc(CCNC(=O)C3CCCC3)c(=O)[nH]c2c1 was read as TTR transcr act -0.9.
`O=C(Nc1cccc2ccccc12)c1cc2c(cc1Br)OCO2` gave TTR transcr act 1.0.

An excerpt from above in order of molecular weight, smallest number first:
COc1ccc2cc(CCNC(=O)C3CCCC3)c(=O)[nH]c2c1 was read as TTR transcr act -0.9.
`O=C(Nc1cccc2ccccc12)c1cc2c(cc1Br)OCO2` gave TTR transcr act 1.0.
Screening Cn1ccc2c(N3c4ccccc4CCc4ccccc43)cc3c(c21)C1CCC3C1 (stereo not drawn) returned TTR transcr act -1.4.
`CC1(C(=O)NS(=O)(=O)c2ccc(F)cc2F)CCN1C(=O)CCc1ccccc1` (stereo not drawn) gave TTR transcr act -1.2.

The list goes on.
For COC(=O)c1ccc(C2c3c(oc4ccc(Cl)cc4c3=O)C(=O)N2CCN2CCOCC2)cc1 (stereo not drawn) the results were TTR transcr act -1.1.
C#CCOCCOCCOCCNc1nc(N2CCN(C(=O)Cn3cc(CCCCN)nn3)CC2)nc(N2CCN(C(=O)Cn3cc(CCCCN)nn3)CC2)n1 was read as TTR transcr act -0.3.
`Cc1cc(NC(=O)c2noc3c2CCCC3)no1` gave TTR transcr act 2.2.
Screening COc1ccc(S(=O)(=O)N2CCN(C(=O)c3c(-c4ccccc4)noc3C)CC2)cc1 returned TTR transcr act 8.0.
For Cc1cc(F)ccc1-c1cc(C(=O)NCc2ccc(C(F)(F)F)cc2)[nH]n1 the results were TTR transcr act 0.7.
For O=S(=O)(c1ccccc1)c1nc(-c2ccccc2Cl)oc1NCCN1CCOCC1 the results were TTR transcr act 1.4.
`O=S1(=O)c2c(cccc2N2CC[C@H](O)C2)O[C@H]2CCN1C2` gave TTR transcr act 1.4.
Screening CC(C)NC(=O)N(C)C[C@@H]1Oc2c(NS(=O)(=O)c3ccccc3)cccc2C(=O)N([C@@H](C)CO)C[C@@H]1C returned TTR transcr act 3.5.
`Cc1ccccc1NCC(=O)N/N=C\c1ccc2c(c1)OCO2` gave TTR transcr act -2.0.
For NS(=O)(=O)c1ccc(Cl)cc1[N+](=O)[O-] the results were TTR transcr act -0.1.
CCOC(=O)c1c(N)sc(N)c1C(=O)OCC was read as TTR transcr act 0.3.
For COc1cccc(C(=O)N/N=C/c2ccc(Oc3ccc([N+](=O)[O-])cn3)c(OC)c2)c1 the results were TTR transcr act -0.2.
For Cc1cccc(/C=N/NC(=O)c2cc(-c3cccnc3)nc3c2c(C)nn3-c2ccccc2)c1 the results were TTR transcr act 2.7.
For Brc1ccccc1/C=N/Nc1ccc2ccccc2n1 the results were TTR transcr act -1.4.
Screening Cc1ccc(CCNC(=O)CSCc2ccc(F)cc2)cc1 returned TTR transcr act 2.0.
Cc1ccc(C(=O)c2ccccc2C(=O)O)cc1C was read as TTR transcr act -0.4.
Screening CCNc1ccc(C(=O)OCC(=O)NC(=O)NCC(C)C)cc1[N+](=O)[O-] returned TTR transcr act 4.2.
`COc1ccccc1NC(=O)c1cc2ccccc2o/c1=N\O` gave TTR transcr act -0.1.
For O=C(N/N=C/c1ccc(Cl)cc1Cl)C(=O)NC1CC1 the results were TTR transcr act -0.4.
For O=C(COC(=O)CNC(=O)c1ccc(Cl)cc1Cl)Nc1ccc(N2CCOCC2)cc1 the results were TTR transcr act -2.7.
For CCc1cccc(CC)c1NC(=S)NC(C)c1ccccc1 (stereo not drawn) the results were TTR transcr act -0.5.

An excerpt of the results above, as a working copy:
For COC(=O)c1ccc(C2c3c(oc4ccc(Cl)cc4c3=O)C(=O)N2CCN2CCOCC2)cc1 (stereo not drawn) the results were TTR transcr act -1.1.
C#CCOCCOCCOCCNc1nc(N2CCN(C(=O)Cn3cc(CCCCN)nn3)CC2)nc(N2CCN(C(=O)Cn3cc(CCCCN)nn3)CC2)n1 was read as TTR transcr act -0.3.
`Cc1cc(NC(=O)c2noc3c2CCCC3)no1` gave TTR transcr act 2.2.
Screening COc1ccc(S(=O)(=O)N2CCN(C(=O)c3c(-c4ccccc4)noc3C)CC2)cc1 returned TTR transcr act 8.0.
For Cc1cc(F)ccc1-c1cc(C(=O)NCc2ccc(C(F)(F)F)cc2)[nH]n1 the results were TTR transcr act 0.7.
For O=S(=O)(c1ccccc1)c1nc(-c2ccccc2Cl)oc1NCCN1CCOCC1 the results were TTR transcr act 1.4.
`O=S1(=O)c2c(cccc2N2CC[C@H](O)C2)O[C@H]2CCN1C2` gave TTR transcr act 1.4.

Some of the compounds tested (hit frequency here may not be typical).
